Bioassay records deposited in PubChem by Broad Institute.
TcdB GH inh = inhibitors of Clostridioides difficile toxin B glycohydrolase | AID 652162 | inhibition, % at 9.99 µM | P18177 | TcdB glycohydrolase enzymatic assay, plate reader | 0.24% of 350,000 active; in the data active = inhibition above about 10%
Mtb BioA inh = blocks M. tuberculosis BioA enzyme activity. purified M. tuberculosis BioA enzyme, plate reader. inhibition, % at 9.99 µM. 0.096% of 360,000 active. AID 602481; in the data active = inhibition above about 40%
The depositor's hits bear a star.

Start of the data: the first 11 entries, ahead of the listing:
SMILES	TcdB GH inh	Mtb BioA inh
CNC[C@@H]1Oc2c(NC(=O)NC3CCCCC3)cccc2C(=O)N([C@H](C)CO)C[C@H]1C	-0.6	-1.9
O=C(C[C@@H]1C=C[C@@H](NC(=O)C2CC2)[C@H](CO)O1)NCc1ccccc1Cl	-0.1	0.1
CN1C(=O)c2cc(NC(=O)C3CCCC3)ccc2OC[C@H]2O[C@H](CC(=O)Nc3ccccc3)CC[C@H]21	0.5	-0.3
COc1ccccc1-c1cnc2c(c1)C(=O)N([C@@H](C)CO)C[C@@H](C)[C@@H](CN(C)C(=O)c1cccnc1)O2	1.4	-2.9
C[C@@H]1CN([C@@H](C)CO)C(=O)c2ccccc2-c2ccccc2CO[C@H]1CN(C)C(=O)[C@H](Cc1ccccc1)N(C)C	0.0	0.1
C[C@@H]1CCCCO[C@@H](CN(C)S(=O)(=O)c2ccccc2)[C@H](C)CN([C@@H](C)CO)C(=O)c2cc(NC(=O)c3ccncc3)ccc2O1	-0.3	-0.7
O=C(C[C@H]1C[C@@H]2c3cc(NC(=O)CC4CC4)ccc3O[C@@H]2[C@@H](CO)O1)NCc1ccncc1	-0.3	0.3
C[C@@H]1CN([C@H](C)CO)C(=O)CCCn2cc(nn2)CO[C@@H]1CN(C)C	0.3	-1.8
Cc1noc(C)c1NC(=O)Nc1ccc2c(c1)C(=O)N([C@H](C)CO)C[C@@H](C)[C@H](CN(C)Cc1ccc3c(c1)OCO3)O2	-0.6	2.0
C[C@@H]1CN([C@@H](C)CO)C(=O)c2cc(-c3ccc(F)cc3)cnc2O[C@@H]1CN(C)CC1CC1	-1.1	0.9
C[C@@H]1CCCCO[C@@H](CN(C)C(=O)c2ccncc2)[C@H](C)CN([C@H](C)CO)C(=O)c2cc(NC(=O)c3ccncc3)ccc2O1	0.2	-1.5

The whole of this part, previewed entries included:
SMILES	TcdB GH inh	Mtb BioA inh
CNC[C@@H]1Oc2c(NC(=O)NC3CCCCC3)cccc2C(=O)N([C@H](C)CO)C[C@H]1C	-0.6	-1.9
O=C(C[C@@H]1C=C[C@@H](NC(=O)C2CC2)[C@H](CO)O1)NCc1ccccc1Cl	-0.1	0.1
CN1C(=O)c2cc(NC(=O)C3CCCC3)ccc2OC[C@H]2O[C@H](CC(=O)Nc3ccccc3)CC[C@H]21	0.5	-0.3
COc1ccccc1-c1cnc2c(c1)C(=O)N([C@@H](C)CO)C[C@@H](C)[C@@H](CN(C)C(=O)c1cccnc1)O2	1.4	-2.9
C[C@@H]1CN([C@@H](C)CO)C(=O)c2ccccc2-c2ccccc2CO[C@H]1CN(C)C(=O)[C@H](Cc1ccccc1)N(C)C	0.0	0.1
C[C@@H]1CCCCO[C@@H](CN(C)S(=O)(=O)c2ccccc2)[C@H](C)CN([C@@H](C)CO)C(=O)c2cc(NC(=O)c3ccncc3)ccc2O1	-0.3	-0.7
O=C(C[C@H]1C[C@@H]2c3cc(NC(=O)CC4CC4)ccc3O[C@@H]2[C@@H](CO)O1)NCc1ccncc1	-0.3	0.3
C[C@@H]1CN([C@H](C)CO)C(=O)CCCn2cc(nn2)CO[C@@H]1CN(C)C	0.3	-1.8
Cc1noc(C)c1NC(=O)Nc1ccc2c(c1)C(=O)N([C@H](C)CO)C[C@@H](C)[C@H](CN(C)Cc1ccc3c(c1)OCO3)O2	-0.6	2.0
C[C@@H]1CN([C@@H](C)CO)C(=O)c2cc(-c3ccc(F)cc3)cnc2O[C@@H]1CN(C)CC1CC1	-1.1	0.9
C[C@@H]1CCCCO[C@@H](CN(C)C(=O)c2ccncc2)[C@H](C)CN([C@H](C)CO)C(=O)c2cc(NC(=O)c3ccncc3)ccc2O1	0.2	-1.5
C[C@@H]1CN([C@H](C)CO)C(=O)c2cc(C#CCN(C)C)cnc2O[C@H]1CN(C)C(=O)CN1CCOCC1	0.8	7.4
C[C@H]1CN([C@@H](C)CO)S(=O)(=O)c2ccc(/C=C/c3ccccc3)cc2O[C@@H]1CN(C)Cc1ccc(C(=O)O)cc1	1.3	14
CNC[C@H]1Oc2ccc(NC(=O)Cn3cnnn3)cc2C(=O)N([C@H](C)CO)C[C@@H]1C	-0.6	1.5
C[C@@H]1CN([C@@H](C)CO)C(=O)c2cc(NC(=O)CCCN(C)C)ccc2O[C@H]1CN(C)C(=O)Nc1cccc2ccccc12	0.7	-1.5
CN1C(=O)c2cc(NC(=O)C3CCOCC3)ccc2OC[C@H]2O[C@@H](CC(=O)NCc3ccc4c(c3)OCO4)CC[C@H]21	1.3	-1.2
CCCN1C[C@@H](C)[C@@H](OC)CN(C)C(=O)c2ccc(NC(=O)c3cnccn3)cc2OC[C@@H]1C	-0.6	4.7
O=C(C[C@H]1CC[C@@H](NC(=O)c2ccncc2)[C@H](CO)O1)NCC1CC1	0.3	-2.1
C[C@H](O)C#Cc1ccc([C@@H]2[C@@H](CO)N3CCCCN(C(=O)c4ccc5c(c4)OCO5)C[C@@H]23)cc1	-0.1	3.4
COc1ccc(NC(=O)N(C)C[C@@H]2OCCCC[C@@H](C)Oc3ccc(NC(=O)Nc4ccccc4)cc3C(=O)N([C@@H](C)CO)C[C@@H]2C)cc1	-0.2	0.9
CN1CCN(C(=O)C[C@@H]2CC[C@@H]3[C@H](COC[C@H](O)CN3C(=O)Nc3ccc(F)cc3)O2)CC1	-0.1	-1.3
O=C([C@H]1[C@H](CO)[C@H]2Cn3c(ccc(/C=C/c4ccccc4)c3=O)[C@H]2N1CC1CC1)N1CCOCC1	0.8	0.1
Cc1cccc(S(=O)(=O)N2C[C@@H](O)COC[C@H]3O[C@H](CC(=O)Nc4ccccc4)CC[C@@H]32)c1	-0.4	3.4
CO[C@H](CN(C)S(=O)(=O)c1ccc(F)cc1)[C@@H](C)CN(C(=O)Nc1ccccc1F)[C@@H](C)CO	2.6	1.3
C[C@@H]1CN([C@H](C)CO)C(=O)c2cccc(NC(=O)Nc3ccccc3)c2O[C@H]1CN(C)Cc1ccc(C(=O)O)cc1	-1.0	-2.2
C/C=C/c1ccc2c(c1)O[C@@H](CN(C)Cc1cccnc1)[C@H](C)CN([C@@H](C)CO)S2(=O)=O	0.9	5.7
C[C@@H]1CN([C@H](C)CO)C(=O)c2cc(NC(=O)Cc3cn(C)c4ccccc34)ccc2O[C@@H]1CN(C)C(=O)Nc1ccc(C(F)(F)F)cc1	0.4	-2.0
COc1cccc(-c2ccc3c(c2)O[C@H](CN(C)C(C)=O)[C@@H](C)CN([C@@H](C)CO)S3(=O)=O)c1	-0.3	6.2
C[C@H]1CCCCO[C@H](CN(C)S(=O)(=O)c2cn(C)cn2)[C@@H](C)CN([C@@H](C)CO)C(=O)c2cc(NC(=O)c3ccccc3)ccc2O1	-0.1	0.7
C[C@H]1CN([C@@H](C)CO)C(=O)c2cc(C#Cc3ccccn3)cnc2O[C@H]1CN(C)C(=O)c1cnccn1	0.6	1.2
C/C=C/c1ccc([C@@H]2[C@@H](C#N)N(c3ncc(CC)s3)[C@H]2CO)cc1	0.4	1.1
C[C@@H]1CN([C@@H](C)CO)C(=O)c2cccc(NS(=O)(=O)c3cccs3)c2O[C@H]1CN(C)C(=O)Nc1cccc2ccccc12	-0.5	0.7
CO[C@@H]1CC[C@H]2CCOc3c(C#N)cccc3C(=O)N(C)C[C@@H](C)C(=O)N(C)C[C@@H]1O2	-0.1	-0.1
CC(C)c1cn(CC[C@H]2CC[C@H](NC(=O)c3cccc(F)c3)[C@H](CO)O2)nn1	-2.6	0.5
O=C(CN1CCOCC1)N[C@H]1CC[C@H](CCNC(=O)C2CCCCC2)O[C@H]1CO	0.0	-2.3
C[C@H](CO)N1C[C@H](C)[C@@H](CN(C)Cc2ccncc2)OCCCC[C@H](C)Oc2ccc(NS(=O)(=O)c3ccc(Cl)cc3)cc2C1=O	-1.1	0.5
CO[C@@H]1CN(C)C(=O)c2cc(NC(=O)C3CC3)ccc2OC[C@H](C)N(C(C)=O)C[C@H]1C	0.9	1.3
C[C@@H]1CCCCO[C@H](CN(C)C(=O)CCC(F)(F)F)[C@@H](C)CN([C@@H](C)CO)C(=O)c2cc(NC(=O)Nc3ccccc3)ccc2O1	0.0	0.2
O=C(C[C@@H]1C=C[C@H](NS(=O)(=O)c2ccc(F)cc2)[C@H](CO)O1)N1CCc2ccccc2C1	-0.7	-0.7
C[C@@H]1CN([C@H](C)CO)C(=O)c2cc(NS(=O)(=O)c3ccccc3)ccc2O[C@H]1CN(C)Cc1ccc(Oc2ccccc2)cc1	-0.5	2.3
COc1ccc(NC(=O)N(C)C[C@H]2OCCCC[C@@H](C)Oc3ccc(NS(=O)(=O)c4cccs4)cc3C(=O)N([C@@H](C)CO)C[C@H]2C)cc1	-9.7	-2.8
COCC#Cc1cnc2c(c1)C(=O)N([C@@H](C)CO)C[C@@H](C)[C@@H](CN(C)Cc1ccc3c(c1)OCO3)O2	0.3	0.5
O=C(C[C@@H]1CC[C@@H](NC(=O)Nc2ccccc2)[C@@H](CO)O1)NCc1ccccn1	-0.3	-2.7
COc1ccc(NC(=O)N(C)C[C@@H]2Oc3ccc(NC(=O)Cc4ccccc4)cc3CC(=O)N([C@@H](C)CO)C[C@@H]2C)cc1	0.9	-1.6
Cc1noc(C)c1NC(=O)Nc1ccc2c(c1)C(=O)N([C@@H](C)CO)C[C@H](C)[C@@H](CN(C)S(=O)(=O)c1cn(C)cn1)OCCCC[C@H](C)O2	0.7	2.4
CO[C@@H]1CC[C@H]2CCN(C)C(=O)C[C@@H](c3ccccc3)CN(C)C(=O)c3cc(C#N)ccc3OC[C@@H]1O2	0.8	-1.2
C[C@@H]1CN([C@H](C)CO)C(=O)c2cc(NC(=O)Cn3cnnn3)ccc2O[C@H]1CN(C)Cc1ccncc1	-0.5	9.8
COc1ccc(S(=O)(=O)N(C)C[C@@H]2OCCCC[C@H](C)Oc3ccc(NC(=O)Cc4ccccc4)cc3C(=O)N([C@@H](C)CO)C[C@H]2C)cc1	-0.4	-5.2
COC(=O)C[C@H]1C[C@H]2c3cc(N)ccc3O[C@H]2[C@@H](CO)O1	1.6	-2.1
OC[C@@H]1[C@H](c2ccc(C#CC3CCCC3)cc2)[C@H]2CN(CCC(F)(F)F)CCCCN12	0.5	5.5
Cc1cccc(S(=O)(=O)N2C[C@H]3[C@@H](c4ccccc42)[C@@H](CO)N3C(=O)CC2CC2)c1	-0.4	-5.1
C[C@@H]1CN([C@@H](C)CO)C(=O)CCCn2nncc2CO[C@@H]1CN(C)Cc1ccccc1C(=O)O	-1.7	-1.9
Cc1noc(C)c1S(=O)(=O)Nc1ccc2c(c1)C(=O)N([C@@H](C)CO)C[C@@H](C)[C@H](CN(C)Cc1ccncc1)O2	-1.4	-1.2
CN1CCN(C(=O)C[C@@H]2CC[C@@H](NC(=O)Nc3ccccc3F)[C@H](CO)O2)CC1	1.1	-1.1
COc1ccc(-c2ccc([C@@H]3[C@H](C#N)N(C(=O)NC4CCCCC4)[C@H]3CO)cc2)cc1	-0.7	0.1
O=C(N[C@H]1CC[C@@H](CC(=O)N2CCCCC2)O[C@@H]1CO)c1cccc(F)c1	0.5	5.9
C[C@H](CO)N1C[C@H](C)[C@H](CN(C)CC2CCCCC2)OCCCC[C@H](C)Oc2ccc(NC(=O)c3ccncc3)cc2C1=O	-0.6	1.9
CC(C)C#Cc1cnc2c(c1)C(=O)N([C@H](C)CO)C[C@H](C)[C@@H](CN(C)C(=O)c1ccccc1F)O2	0.5	4.3
COc1cccc(NC(=O)N[C@H]2C=C[C@@H](CC(=O)N3CCN(C)CC3)O[C@H]2CO)c1	0.4	-2.6
COc1ccc(NC(=O)N(C)C[C@H]2Oc3ccc(NS(=O)(=O)c4ccc(Cl)cc4)cc3C(=O)N([C@@H](C)CO)C[C@H]2C)cc1	-11	-5.8

(continued)
SMILES	TcdB GH inh	Mtb BioA inh
C[C@@H]1CN([C@@H](C)CO)C(=O)Cc2cc(NS(=O)(=O)c3ccccc3)ccc2O[C@H]1CN(C)C(=O)NC1CCCCC1	-2.1	-1.0
C[C@@H]1CN([C@@H](C)CO)C(=O)Cc2cc(NS(=O)(=O)c3ccccc3)ccc2O[C@H]1CN(C)S(=O)(=O)c1cn(C)cn1	0.3	-4.3
COc1ccc(S(=O)(=O)N(C)C[C@@H]2Oc3ccc(NC(=O)NC4CCCCC4)cc3C(=O)N([C@H](C)CO)C[C@H]2C)cc1	-0.2	1.1
CN1CCN(C(=O)C[C@H]2C=C[C@@H](NS(=O)(=O)c3cccc(F)c3)[C@@H](CO)O2)CC1	-0.9	0.2
C[C@@H]1CN([C@H](C)CO)C(=O)c2cccc(NC(=O)Nc3ccc(F)cc3)c2O[C@@H]1CN(C)S(=O)(=O)c1ccc(F)cc1	1.0	0.7
Cc1ccc(S(=O)(=O)N[C@H]2CC[C@@H](CCNC(=O)C3CCCC3)O[C@@H]2CO)cc1	-1.4	-3.8
Cc1noc(C)c1S(=O)(=O)N(C)C[C@H]1OCCCC[C@@H](C)Oc2ccc(NS(C)(=O)=O)cc2C(=O)N([C@@H](C)CO)C[C@H]1C	-7.0	-5.4
C[C@@H]1CN([C@H](C)CO)C(=O)c2cccc(NC(=O)Nc3ccc4c(c3)OCO4)c2O[C@H]1CN(C)C	-1.1	0.4
CCN(C[C@H]1N[C@H](CO)[C@H]1c1ccc(-c2cccc(F)c2)cc1)C(=O)COC	-1.2	0.0
C[C@@H]1CN([C@H](C)CO)C(=O)c2c(c3ccccc3n2C)-c2ccccc2CO[C@@H]1CN(C)C(=O)NC1CCCCC1	0.8	0.8
C[C@@H](NC(=O)C[C@@H]1C=C[C@@H](NC(=O)c2cccnc2)[C@H](CO)O1)c1ccccc1	-3.0	-0.8
CC(=O)N(C)C[C@@H]1Oc2ncc(C#Cc3cccnc3)cc2C(=O)N([C@@H](C)CO)C[C@H]1C	-1.2	9.2
COc1ccc2ccccc2c1-c1c(OC)ccc2ccccc12	0.4	0.1
CN1C(=O)c2cc(NC(=O)c3cc(F)cc(F)c3)ccc2OC[C@H]2O[C@H](CC(=O)O)CC[C@@H]21	0.1	-0.6
C[C@@H]1CCCCO[C@@H](CN(C)C(=O)Nc2ccc(F)cc2)[C@@H](C)CN([C@H](C)CO)C(=O)c2cc(NS(=O)(=O)c3ccc(Cl)cc3)ccc2O1	-0.4	1.1
CN(C)C(=O)c1ccc(-c2ccc([C@@H]3[C@@H](CO)N4CCCCN(CCC(F)(F)F)C[C@H]34)cc2)cc1	-0.6	0.4

An excerpt (hit frequency here may not be typical).
